GCN5L2 inh = qHTS Assay for Inhibitors of GCN5L2; AID 504327, 2011; GCN5L2 HAT assay, ThioGlo1 CoA-SH fluorescence; 390,000 compounds, 0.21% hits; Potency, µM (series often up to 58.9 µM), for the others: top-dose activity change, negative = inhibition, hits mostly inhibitors
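Titration-based screen in which CoA formation is detected via maleimide probe ThioGlo1 (50uM) turning fluorescent on thiol reaction; substrates H3(1-25) 75uM and acetyl-CoA 70uM, GCN5L2 20nM, 20 min incubation at room temperature.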
TDP1 cell CPT = qHTS for Inhibitors of human tyrosyl-DNA phosphodiesterase 1 (TDP1): qHTS in cells in presence of CPT. chicken DT40 Tdp1-/-;hTDP1 cells + 20 nM CPT, ATP luminescence, 48 h. Potency, µM (doses to about 46.2 µM), for the others: at the highest dose activity change, negative = growth inhibition, most hits filed as inhibitors. 420,000 compounds, 12% hits. AID 686979, 2013; note: nearly all actives have a fitted effect of over 55% in size
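Cell growth measured by CellTiter-Glo luminescence after a minimum 48 h, 37 C compound exposure with 20 nM CPT in Tdp1-knockout DT40 cells stably expressing hTDP1, seeded 400/well; qHTS titration format.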
FEN1 inh = qHTS Assay for the Inhibitors of Human Flap endonuclease 1 (FEN1) | P39748 | Recombinant FEN1 flap cleavage, fluorescence, 15 min | Potency, µM (doses to about 114 µM), without a hit: at the highest dose activity change, negative = inhibition, hits mostly inhibitors | 390,000 compounds, 0.35% hits | AID 588795, 2011; note: nearly all actives have a fitted effect of over 65% in size
Target sequence (P39748 whole entry, looked up): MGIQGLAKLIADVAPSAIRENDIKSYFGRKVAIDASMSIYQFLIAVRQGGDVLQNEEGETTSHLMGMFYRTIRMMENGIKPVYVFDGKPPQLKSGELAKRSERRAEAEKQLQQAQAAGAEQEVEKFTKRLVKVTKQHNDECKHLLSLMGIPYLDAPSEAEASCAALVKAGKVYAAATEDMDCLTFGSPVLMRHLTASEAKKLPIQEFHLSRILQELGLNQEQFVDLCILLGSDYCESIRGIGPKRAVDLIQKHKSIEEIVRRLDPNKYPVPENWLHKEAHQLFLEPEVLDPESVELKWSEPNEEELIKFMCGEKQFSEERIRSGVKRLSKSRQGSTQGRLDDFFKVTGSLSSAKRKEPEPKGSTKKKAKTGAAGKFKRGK
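Read-out was taken twice, immediately and after 15 min, following addition of 50 nM substrate to 10 nM FEN1 that had sat with test compound for 15 min at room temperature. Curves came from a four-parameter Hill model.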
An asterisk follows results filed as active; ? = inconclusive; . = no result given; & = joins results of further samples; [ ] = remark or other dose. Calls come from the whole dose curve; as a rule, active = well fitted curve in the direction sought with a large enough effect; inconclusive = small, poorly fitted or top-dose-only effect, or another doubt; inactive = no such curve, though single readings can be large; an effect the other way counts as inactive or inconclusive. % is set by controls: 0 for no effect and ±100 for the full control effect; potency is the fitted concentration of half-maximal effect. Only part of the results is shown; count on the stated rates, not on these rows.

Results follow in this order: GCN5L2 inh, TDP1 cell CPT, FEN1 inh
1: CCOc1cc2[nH]c(=O)n(Cc3ccc(C(=O)N4CCN(c5ccccc5)CC4)cc3)c(=O)c2cc1OCC
→ -5%, 12µM*, 12%
2: CCOc1ccccc1N(CC(=O)N1CCc2ccccc2C1)S(=O)(=O)c1ccccc1
→ -8%, ?, ?
3: COc1cc(/C=N/Nc2nc(-c3ccc(S(=O)(=O)N(C)C)cc3)cs2)ccc1O
→ -6%, 8.2µM*, ?
4: CCCCc1ccc(NC(=O)NCc2cccnc2)cc1
→ 1%, -25%, -5%
5: COc1ccc(NC(=O)Cn2ncc(Cl)c(Cl)c2=O)cc1S(=O)(=O)N1CCOCC1
→ ?, 12µM*, -19%
6: CCOC(=O)CN1c2ccccc2NC(=O)CC1C (stereo unspecified)
→ 1%, 6%, -12%
7: O=C(c1ccc(CNc2c(N3CCCC3)c(=O)c2=O)cc1)N1CCc2ccccc2C1
→ -7%, ?, -3%
8: O=C(CCc1ccncc1)N1CCCC(Nc2ccc(F)cc2)C1 (stereo unspecified)
→ -5%, -26%, -10%
9: Cc1nc(SCC(=O)NCc2ccco2)nc(C)c1C
→ 0%, 7%, 9%
10: CCNc1ncc2nc(-c3cccs3)c(=O)n(CCC#N)c2n1
→ 7.1µM*, -17%, .
11: Cc1cc[n+](CC(=O)c2ccc(F)cc2)c2ccccc12
→ ., ?, 13%
12: CCN(CC)C(=O)CSc1nc2c(sc(=S)n2-c2ccc(C)cc2C)c(=O)[nH]1
→ -2%, 1%, -5%
13: O=C(CNC(=S)N(Cc1ccccc1)Cc1cccs1)NCc1ccc(F)cc1
→ -5%, -30%, -12%
14: O=C(c1cn(Cc2ccccc2)nc1-c1cccnc1)N1CCN(Cc2c(F)cccc2Cl)CC1
→ -5%, ?, 7%
15: COc1ccc(/C=C/C(=O)O)cc1S(=O)(=O)N1CCc2ccccc2C1
→ -1%, 1%, 0%
16: Cc1ccc(N2CCN(S(=O)(=O)c3ccc4c(c3)NC(=O)C(C)C(=O)N4)CC2C)cc1 (stereo unspecified)
→ -6%, ?, 1%
17: COc1ccc2cc(C(N)=O)/c(=N/NC(=O)c3ccco3)oc2c1
→ -7%, ?, -3%
18: COc1ccc(OC)c(NC(=O)Cc2c(C(=O)O)n(C)c3ccc(C)cc23)c1
→ -7%, -30%, -4%
19: O=C(N/N=C/c1cn(CCOc2ccccc2)c2ccccc12)c1ccncc1
→ -3%, 1%, 9%
20: N#Cc1cc2c(nc1SCC(=O)Nc1sc3c(c1C#N)CCC3)CCC2
→ -24%, -8%, 0%
21: COc1cccc(NC(=O)CN(C)C(=O)c2ccc3[nH]c4c(c3c2)CC(C)CC4)c1 (stereo unspecified)
→ -6%, ?, -2%
22: O=C(COc1ccc(Cl)cc1Cl)NCC1(N2CCOCC2)CCCCC1
→ -3%, 18µM*, 9%
23: Cc1cccc(N(Cc2cc3ccccc3[nH]c2=O)C(=O)c2cccs2)c1
→ -6%, ?, -15%
24: Cc1noc(C)c1S(=O)(=O)Nc1ccc2c(c1)C(=O)N([C@H](C)CO)C[C@H](C)[C@@H](CN(C)S(=O)(=O)c1ccc(F)cc1)O2
→ -1%, 1%, 5%
25: CN(c1ccccc1)c1nccc(=O)[nH]1
→ ., 4%, 4%
26: C=C1CCN([C@@H](CC(C)C)C(=O)NCCC(C)C)S(=O)(=O)c2ccccc21
→ ., ?, -2%
27: N#Cc1ccc(C(=O)NCC(c2ccco2)N2CCCCC2)cc1 (stereo unspecified)
→ 3%, 4%, -7%
28: CCC(COC)NC(=O)CCc1nnc(Cc2c[nH]c3ccccc23)o1 (stereo unspecified)
→ -9%, 2%, 8%
29: CCOC(=O)c1nc(N2CCN(C(=O)OCC)CC2)c2c3c(sc2n1)CCCC3
→ -6%, 16µM*, -2%
30: O=C(O)c1ccc(S(=O)(=O)NCC2CCCO2)cc1 (stereo unspecified)
→ -4%, 17%, 1%

Going on with the list:
Results follow in this order: GCN5L2 inh, TDP1 cell CPT, FEN1 inh
31: CCc1cc[n+](CC(=O)c2ccc(F)cc2)cc1C(=O)O
→ ., -21%, 2%
32: COc1cccc(C(=O)c2cn(CC(=O)NCc3ccco3)c3nc(C)ccc3c2=O)c1
→ -17%, -17%, 8%
33: CCCC1=Nc2cc(C(=O)N3CCCC3)ccc2Sc2ccc(C)cc21
→ -18%, ?, -22%
34: CC(=O)N1N=C(c2cccs2)CC1c1cccs1 (stereo unspecified)
→ -5%, ?, -8%
35: Cc1cccc(C)c1NC(=S)NCCc1ccccn1
→ -1%, -9%, 6%
36: Nc1nnc(SCC(=O)NC2CCCc3ccccc32)s1 (stereo unspecified)
→ -7%, -7%, 20%
37: CC(=O)NC1C(=O)N(CC(C)C)c2ccccc21 (stereo unspecified)
→ 2%, -1%, 4%
38: O=C(c1ccc2c(c1)CCCC2)N1CCN(c2nc3c(F)cccc3s2)CC1
→ -8%, -26%, 8%
39: COc1ccc(NC(=O)CSC2=Nc3ccccc3C3=NC(CCC(=O)NC4CCCCC4)C(=O)N23)cc1Cl (stereo unspecified)
→ 1%, ?, -4%
40: NS(=O)(=O)c1ccc(CCNc2cc(=O)n(Cc3ccc(F)cc3)c(=O)[nH]2)cc1
→ -1%, -9%, -1%
41: Cc1ccc(-n2c(C)nc3c(cnn3-c3ccccc3Cl)c2=O)cc1C
→ -3%[0.501 µM], -9%, -21%
42: NCCCC[C@H]1CNC(=O)C(=O)N1CC1CCCCC1
→ -8%, 5%, -7%
43: Clc1ccc2c(c1)C1=C(C(c3ccncc3)O2)C(c2ccc(Br)cc2)n2ncnc2N1 (stereo unspecified)
→ -16%, ?, -13%
44: CCC(NC(=O)NCc1ccccc1)(C(F)(F)F)C(F)(F)F
→ 35%[activator], -7%, -2%
45: CCN1CCc2c(OCC(=O)N3CCC(C)CC3)cccc2C1=O
→ -3%, -25%, 22%
46: CC1CCCCN1C(=O)C(=O)c1cn(CC(=O)N2CCCCCC2)c2ccccc12 (stereo unspecified)
→ -1%, ?, -5%
47: CCOC(=O)c1cccc(-n2c(C)cc(C=O)c2C)c1
→ 3%, -3%, 5%
48: COc1ccc(NCc2ccccc2[N+](=O)[O-])cc1OC
→ -7%, 16µM*, -7%
49: Cc1noc(C)c1C(=O)N1CCC[C@@]2(CCN(Cc3nccs3)C2)C1
→ 9%, -3%, .
50: COc1ccccc1CNc1ccnc(-c2ccccc2OC)n1
→ ?, ?, .
51: O=C1CCC[C@@H]2Cc3nc4ccccc4cc3[C@@H]3CCN1[C@H]23
→ ., -9%&4%, -5%&2%
52: CCOC(=O)N1CCN(Cc2nc3c(c(=O)n(C)c(=O)n3C)n2CCC(C)C)CC1
→ 3%, -29%, -1%
53: COc1cc(OC)cc(C(=O)Nc2sc3c(c2C(N)=O)CCC3)c1
→ -22%, 1%, 2%
54: C=CCN(CC=C)C(=S)NC(=O)/C=C/c1ccccc1
→ 1%, ?, -2%
55: Cc1ccc(C(=O)N/C(=C\c2cn(S(=O)(=O)N(C)C)c3ccccc23)C(=O)NCCCN2CCOCC2)cc1
→ -4%, ?, 15%
56: Cc1cc(S(=O)(=O)Nc2cccnc2)c(C)s1
→ -5%, -8%, 0%
57: COc1ccc(CCNC(=O)C2CC(c3ccccc3F)=NO2)cc1 (stereo unspecified)
→ -2%, 0%, 18%
58: COC(=O)C1(S(=O)(=O)C2(C(=O)OC)CCCC2)CCCC1
→ -2%, -2%, -10%
59: Cc1ccc(/C=C2\Oc3c(ccc(O)c3CN3CCN(C)CC3)C2=O)cc1
→ -23%, -22%, -21%
60: COc1cc(NC(=O)C2CCN(S(=O)(=O)c3ccc4c(c3)CCCC(=O)N4)CC2)cc(OC)c1
→ 0%, ., -3%

The listing continues:
Results follow in this order: GCN5L2 inh, TDP1 cell CPT, FEN1 inh
61: CCc1ccccc1NC(=O)C1CCN(c2nc3ccccc3[nH]2)CC1
→ -10%, -21%, 4%
62: CCCCn1c(SCC(=O)Nc2cc(C)on2)nnc1-c1ccco1
→ -6%, -7%, 2%
63: C[C@]12CCC[C@H](O1)c1c(cc3c(c1O)C(=O)c1c(O)cc(O)cc1C3=O)O2
→ ., ?, ?
64: CCC(=O)NCCc1nc2cc(NC(=O)Nc3ccccc3)ccc2n1C
→ -5%, -12%, 13%
65: COc1cccc(/C=N/NC(=O)C(=O)N2CCCCCC2)c1O
→ -8%, ?, -7%
66: Cc1csc(Nc2nc(N)c(C(=O)Nc3cc(Cl)ccc3F)o2)n1
→ -3%, ?, -3%
67: Cc1ccc2nc(N(CCCN(C)C)C(=O)c3sc4ccccc4c3Cl)sc2c1
→ -7%, 16µM*, -4%
68: Cc1ccc(S(=O)(=O)N2CCN(C(=O)C3CCCCC3)CC2)cc1
→ -3%, -12%, -19%
69: O=C(CN1CCN(C(=O)c2cccc(S(=O)(=O)N3CCCC3)c2)CC1)Nc1cccc(F)c1
→ -12%, ?, -1%
70: Cn1c(SCC(=O)O)nnc1-c1cccc(NC(=O)c2cccc3ccccc23)c1
→ -1%, 16%, -3%
71: Cc1ccc(SCCN2CCC(NC(=O)OCc3ccccc3)CCC2=O)cc1 (stereo unspecified)
→ -7%, ?, -11%&-6%
72: COc1cccc(N2CCN(S(=O)(=O)c3cc(Br)cc4c3N(C(=O)C3CC3)CC4)CC2)c1
→ -5%, ?, 1%
73: CCN1C(=O)/C(=C2/Sc3ccccc3N2CC)SC1=S
→ -6%, -12%, -13%
74: COC(=O)C1CCN(C(=O)c2cc(-c3ccco3)nc3ccccc23)CC1
→ 8.9µM*, -25%, 40µM*
75: Cc1c(Cl)cccc1NC(=O)CNC(=O)Cc1c[nH]c2ccccc12
→ 1%, -29%, 5%
76: CC(C)(O)CNC(=O)C(Cc1ccccc1)N1C(=O)c2ccccc2C1=O (stereo unspecified)
→ 14%, 0%, 18%
77: CC(C)C(=O)Nc1cc(=O)[nH]c2ncnn12
→ 7%, 3%, -2%
78: Cc1ccc2nc(-c3cccc(N)c3)[nH]c2c1
→ 3%, 15µM*, 1%
79: Cc1ccc(N(CCC(=O)O)S(=O)(=O)c2ccccc2)cc1
→ -2%, -11%, -2%
80: CCCCN(C)C(=O)c1nc2ccccn2c1CNCCCn1ncc2ccccc21
→ 1%, ?, -8%
81: COc1cccc(CNC(=O)C2(C)Oc3ccccc3NC2=O)c1 (stereo unspecified)
→ -1%, -3%, 6%
82: O=C(Nc1ccc(S(=O)(=O)N2CCOCC2)cc1)c1cccnc1
→ 2%, -1%, 38%[activator]
83: C[C@H]1NC(=O)[C@@]2(C)[C@H](c3ccccc3)[C@H]3COc4ccccc4[C@@H]3N2C1=O
→ -3%, ?, 18%
84: Cn1c(N)c(C(=O)CSc2n[nH]c(N)n2)c(=O)n(C)c1=O
→ 3%, 0%, 14%
85: CCCCc1nc(SCc2ccc([N+](=O)[O-])cc2)n[nH]1
→ -5%, -29%, 13%
86: O=C(OCc1nnc(-c2ccc(Cl)cc2)o1)c1ccc(=O)n(Cc2ccccc2)n1
→ -3%, -17%, 1%
87: COc1ccc(Cl)cc1S(=O)(=O)N1CCC(c2ccncc2)CC1
→ 1%, ?, 15%
88: Cc1ccc(CCNC(=O)C2CCN(S(=O)(=O)c3ccc4c(c3)CCC(=O)N4)CC2)cc1
→ 2%, 2%, 19%
89: CC(C)N(CCNCc1nnc(-c2ccccc2)o1)C(C)C
→ 0%, -8%, -17%
90: COc1ccc(C(=O)Nc2ccccc2-c2nc3ccccc3s2)c(OC)c1
→ -4%, 18µM*, 0%

Next section:
Results follow in this order: GCN5L2 inh, TDP1 cell CPT, FEN1 inh
91: CCS(=O)(=O)Nc1cccc(C2=NN(S(C)(=O)=O)C(c3ccccc3)C2)c1 (stereo unspecified)
→ -10%, 5%, 4%
92: O=C(O)c1ccccc1C(=O)c1ccc(Sc2ccc(Cl)cc2)c([N+](=O)[O-])c1
→ -21%, -12%, -21%
93: COc1ccc(CCCc2nnc(SCC(=O)NN)o2)c(C)c1
→ -3%, 17%, -13%
94: CCC(C(=O)Nc1nccs1)c1ccccc1 (stereo unspecified)
→ -1%, -13%, -8%
95: CCN1CCN(C(=O)c2ccc3c(=O)n(CCc4ccccc4)c(=O)[nH]c3c2)CC1
→ 0%, ?, -4%
96: CC(OC(=O)c1cc(=O)[nH]c2ccccc12)c1ccccc1 (stereo unspecified)
→ 1%, ?, -11%

Assay outcomes from PubChem.
